Assay outcomes from PubChem BioAssay.
hIAP act: human IAP activators, primary screen, biochemical, luminescence, uHTS; Intestinal-type alkaline phosphatase (Homo sapiens), P09923; activation factor at 10 µM; 330,000 tested, 0.16% active; purified human IAP, CDP-Star luminescence, 30 min; stronger effect = higher value; 1 = vehicle-only enzyme, 0 = enzyme-free background;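 active = activation factor of the enzyme at least 2-fold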; also: the source names both 10 and 20 µM as test concentration; values of inactives mirror those of a sister screen read the other way
Target sequence (P09923 whole entry, looked up): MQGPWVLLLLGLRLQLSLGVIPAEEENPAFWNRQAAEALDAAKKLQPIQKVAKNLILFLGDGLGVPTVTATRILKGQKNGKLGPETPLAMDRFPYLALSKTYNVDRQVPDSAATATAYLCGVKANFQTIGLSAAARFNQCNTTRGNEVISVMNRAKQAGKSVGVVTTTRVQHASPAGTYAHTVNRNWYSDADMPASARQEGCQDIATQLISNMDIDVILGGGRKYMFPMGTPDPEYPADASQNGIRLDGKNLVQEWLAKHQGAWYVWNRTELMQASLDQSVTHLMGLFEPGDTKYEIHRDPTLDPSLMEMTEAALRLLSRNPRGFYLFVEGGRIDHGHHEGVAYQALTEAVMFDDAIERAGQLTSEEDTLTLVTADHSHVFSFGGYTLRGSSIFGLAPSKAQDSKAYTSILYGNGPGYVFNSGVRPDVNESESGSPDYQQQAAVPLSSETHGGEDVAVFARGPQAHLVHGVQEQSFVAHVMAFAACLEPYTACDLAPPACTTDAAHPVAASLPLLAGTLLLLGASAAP
hIAP inh: human IAP inhibitors, primary screen, biochemical, luminescence, uHTS. Intestinal-type alkaline phosphatase (Homo sapiens), P09923. purified IAP, CDP-Star luminescence, 30 min. inhibition, % at 10 µM. 330,000 tested, 0.12% active;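 active = inhibition reaching a set limit with compound at 10 µM in the primary screen, cut at about 35% in these data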;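 also: plate controls were DMSO wells with enzyme for no effect and no-enzyme buffer wells for full effect; values of inactives mirror those of a sister screen read the other way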
beta cell repl: inducers of MIN6 beta-cell proliferation, primary screen, ATP luminescence, uHTS; MIN6 cells proliferation, ATPlite luminescence, 48 h; cells starved in 0.2% serum; 100% = growth in 10% serum; proliferation, % at 10 µM; 330,000 tested, 0.29% active; AID 2380, 2010;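 active = compounds whose signal lies at least 3.5 SD above the mean of all wells on their plate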;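 also: 0% = DMSO-treated cells in low-serum medium and 100% = 10% serum control; some compounds called inactive have numbers as strong as hits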
MPTP inh: mitochondrial permeability transition pore inhibitors, primary screen, biochemical, isolated mouse mitochondria, absorbance | Ca2+ swelling absorbance, 30 min | inhibition, % at 10 µM | 360,000 tested, 1.4% active | AID 602449, 2012;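 active = inhibition of 50% or more, scaled per plate between neutral and stimulator controls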;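 also: 0% = DMSO wells given calcium and 100% = 1 mM EGTA wells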
ATG4B inhibitor: ATG4B protease inhibitors, primary screen, biochemical, fluorescence, uHTS | Cysteine protease ATG4B (Homo sapiens), Q9Y4P1 | ATG4B cleavage of LC3-PLA2, NBD-HPC fluorescence, 1 h | inhibition, % at 8.33 µM | 340,000 tested, 0.51% active | AID 504462, 2011; in the data active = inhibition above about 40%
A3G deaminase: APOBEC3G DNA deaminase inhibitors, primary screen, biochemical, fluorescence, single-stranded DNA substrate, uHTS | DNA dC->dU-editing enzyme APOBEC-3G (Homo sapiens), Q9HC16 | 330,000 tested, 0.28% active | inhibition, % at 20 µM | recombinant A3G, ssDNA deamination FAM/TAMRA fluorescence | AID 493012, 2011;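 active = inhibition of at least 40% at 20 µM, with no more than 30% in the related APOBEC3A deaminase screen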;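 also: plate controls were DMSO wells with A3G for no effect and wells lacking A3G enzyme for full effect; some compounds called inactive have numbers as strong as hits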
mIAP activ: activators of mouse IAP, primary screen, biochemical, luminescence, uHTS; intestinal alkaline phosphatase [Mus musculus]; muIAP, CDP-Star luminescence, 30 min; stronger effect = higher value; 1 = vehicle-only enzyme signal, 0 = enzyme-free wells; activation factor at 10 µM; 330,000 tested, 0.24% active; AID 2805, 2010;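 active = activation factor of at least 2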; also: the source names both 10 and 20 µM as test concentration; values of inactives mirror those of a sister screen read the other way
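Assay system: mouse IAP enzyme; Reagent: CDP-Star chemiluminescent phosphatase substrate; Compound: DMSO-dissolved test compounds; Incubation: 30 min, room temperature; Technique: luminescence from enzymatic CDP-Star hydrolysis; Controls: DMSO-only wells and no-enzyme negative control.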
APOBEC3A inh: APOBEC3A ssDNA deaminase inhibitors, primary screen, selectivity assay for APOBEC3G inhibitor project, biochemical, FAM/TAMRA oligo cleavage fluorescence; DNA dC->dU-editing enzyme APOBEC-3A (Homo sapiens), P31941; recombinant A3A, FAM/TAMRA ssDNA deamination fluorescence; inhibition, % at 20 µM; 330,000 tested, 0.41% active;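 active = at least 40% inhibition at 20 µM here, with at most 30% in a related deaminase screen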;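 also: plate controls were A3A with DMSO for no effect and wells lacking A3A enzyme for full effect; some results filed as inactive read as strong as hits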
Target sequence (P31941 whole entry, looked up): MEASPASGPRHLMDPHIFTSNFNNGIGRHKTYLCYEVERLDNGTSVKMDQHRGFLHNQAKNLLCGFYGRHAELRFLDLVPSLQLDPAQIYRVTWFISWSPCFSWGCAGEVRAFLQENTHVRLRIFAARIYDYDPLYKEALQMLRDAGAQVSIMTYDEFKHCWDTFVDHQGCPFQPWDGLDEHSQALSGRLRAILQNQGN
mIAP block: inhibitors of mouse IAP, primary screen, biochemical, luminescence, uHTS; inhibition, % at 10 µM; 330,000 tested, 0.2% active; intestinal alkaline phosphatase [Mus musculus]; purified mouse IAP, CDP-Star luminescence, 30 min;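 active = inhibition of at least 40% at 10 µM in the primary screen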;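 also: plate controls were DMSO with enzyme for no effect and no enzyme wells for full effect; values of inactives mirror those of a sister screen read the other way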
* hit, by the source's call; · = not tested or not shown.

SMILES	hIAP act	hIAP inh	beta cell repl	MPTP inh	ATG4B inhibitor	A3G deaminase	mIAP activ	APOBEC3A inh	mIAP block
O=c1cc(O)nc2n1CCCS2	0.97	3	-1	1.3	-5	-1	0.96	-2	4
NC(=O)c1cccc2c1C(=O)N(C1CCCCC1)C2	0.85	15	5	0.8	-4	4	0.94	8	6
CCc1nnc(NC(=O)Nc2ccc(OC)cc2)s1	1.1	-6	-2	-2.5	-2	-7	1.2	-2	-19
Cc1csc(NC(=O)c2ccncc2)n1	0.87	13	-1	0.3	2	1	0.89	5	11
O=C(NC1CCCC1)C(c1ccc(N2CCOCC2)cc1)N(C(=O)c1ccco1)c1ccccc1F (stereo not given)	1.1	-9	-1	1.8	-10	-4	0.95	-1	5
O=C(NNC(=O)C1CCCC1)c1ccc(F)cc1	0.88	12	-2	-3.4	-1	-6	0.96	0	4
COc1cc(CN(C2CC2)S(=O)(=O)c2ccccc2Br)cc(OC)c1	·	·	·	0.3	5	-2	0.98	3	-5
Cc1onc(-c2c(F)cccc2Cl)c1C(=O)OCN1C(=O)c2ccccc2C1=O	1.1	-8	-1	-6.9	-10	-6	1	-2	-2
COCCCNC(=O)Cn1cc(C(=O)c2cccs2)c2ccccc21	1.1	-11	-1	0.3	-1	-11	0.98	-7	2
O=C(NC1c2ccccc2-c2ccccc21)N1CCOCC1	0.88	12	-2	0.0	-1	-1	0.94	1	6
CCOc1ccc(C(=O)Nc2ccccc2N2CCN(C(=O)c3ccccc3)CC2)cc1[N+](=O)[O-]	0.97	2	0	0.0	7	-6	0.91	-6	9
Cc1ccc(CNC(=O)COc2cccc3c2OC(C)(C)C3)cc1	1.1	-8	-1	-0.1	5	-4	0.96	0	4
O=C(CCCCC(=O)N1CCOCCOCCOCC1)OCc1ccccc1	1	-2	0	1.2	-1	3	1	0	-4
CC(C)COc1ccc(C/C(N)=N/n2cnnc2)cc1	1.2	-15	-5	66*	-5	1	1.1	5	-10
O=C(OCC(=O)N(CCc1ccccc1)Cc1ccccc1)c1cccc(O)c1	0.98	2	2	1.0	-15	-5	1	9	0
CCOC(=O)CNC(=O)C1CCN(S(=O)(=O)c2ccc(-c3nn[nH]n3)cc2)CC1	0.91	9	-1	2.0	2	-7	0.95	1	5
CC(=O)Nc1c(C)nn(C(C)=O)c1C	1.1	-5	2	-0.9	-4	2	0.94	4	6
CC1(C)NC(C(=O)O)Cc2c1[nH]c1ccccc21 (stereo not given)	0.97	3	2	0.4	0	-4	0.98	2	2
COc1cc(C(=O)Nc2ccccc2N2CCN(S(C)(=O)=O)CC2)cc(OC)c1OC	0.82	18	1	-1.2	-3	-1	0.97	0	3
Fc1ccc(C2c3[nH]c4ccccc4c3CCN2CCCn2cccn2)cc1 (stereo not given)	1.1	-14	-1	1.3	-1	3	0.98	6	2

Rewritten with values under each structure: 2 of the compounds above.
Second line of a record – hIAP act, hIAP inh, beta cell repl, MPTP inh, ATG4B inhibitor, A3G deaminase, mIAP activ, APOBEC3A inh, mIAP block
- O=C(OCC(=O)N(CCc1ccccc1)Cc1ccccc1)c1cccc(O)c1
    0.98, 2, 2, 1.0, -15, -5, 1, 9, 0
- Cc1ccc(CNC(=O)COc2cccc3c2OC(C)(C)C3)cc1
    1.1, -8, -1, -0.1, 5, -4, 0.96, 0, 4

Continuation.
SMILES	hIAP act	hIAP inh	beta cell repl	MPTP inh	ATG4B inhibitor	A3G deaminase	mIAP activ	APOBEC3A inh	mIAP block
CCCCN(C(=O)c1cnc2n(c1=O)CCS2)c1ccccc1	0.92	8	2	-0.6	2	-14	1.2	-3	-18
Cc1cccc(-c2c3c(=O)n(C)c(=O)n(C)c3cn2C(C)(C)C)c1	1.1	-6	0	0.7	-6	-7	0.97	-5	2
Cc1c(C(=O)Nc2cccc(S(=O)(=O)N3CCOCC3)c2)oc2ccc(Br)cc12	1.1	-10	-2	1.0	2	4	1	3	-1
O=C(CCS(=O)(=O)c1ccc(Br)cc1)N1CCN(c2ccccc2)CC1	0.98	2	-4	3.5	-2	11	1	12	-2
COCCNC(=S)N/N=C/c1ccc2c(c1)OCCO2	1.2	-24	-2	0.6	0	-4	0.98	-2	2
CCN(C(=O)CN1CCC(C(=O)OC)CC1)c1c(N)n(Cc2ccccc2)c(=O)[nH]c1=O	0.77	23	-5	-0.6	-10	-5	1.1	-1	-13
Cc1ccccc1OCC1Cc2c(nc(N)c(C#N)c2N)O1 (stereo not given)	0.98	2	2	-2.9	1	-1	1.1	-3	-10
CN(CC(=O)Nc1ccc(F)c(F)c1F)C(=O)/C=C/c1ccc(Cl)cc1	0.93	7	0	1.4	-5	-10	0.95	-3	5
CCOC(=O)c1cc(C)sc1NC(=O)C1CCC1	0.96	4	-1	-1.2	-2	-5	1	-4	-2
CCOc1ccccc1CNC(=O)Cn1c(=O)oc2ccccc21	0.92	8	-1	-2.5	2	-8	0.97	-3	3
Clc1nnc(N2CCCCC2)c2ccccc12	0.94	6	-1	-0.1	-1	-4	1	11	-3
COc1ccc(C(=O)c2c(C)oc3ccc(O)cc23)c(OC)c1	1	-4	-2	-0.5	-9	0	1	1	-4
O=C(Nc1ccccc1C(=O)N1CCN(Cc2ccccc2)CC1)c1ccccc1	1.4	-42	-2	-0.2	-1	-8	1.1	0	-8
CCCCn1c(N)c(N(CC)C(=O)CN2C(=O)NC(C)(c3ccccc3)C2=O)c(=O)[nH]c1=O (stereo not given)	1.1	-14	1	-0.1	2	9	1	-2	-2
Cc1ccccc1OCCSc1nnc(C)n1-c1ccccc1	0.93	7	4	-0.4	33	-6	0.78	-3	22
S=c1[nH]nc(-c2cccs2)n1/N=C/c1cn(-c2ccccc2)nc1-c1cccs1	1	0	-3	5.5	15	-4	1	0	-2
Cc1ccc(C)c(N2CCN(C(=O)CSc3ccsc3[N+](=O)[O-])CC2)c1	0.76	24	0	2.8	26	-2	0.92	4	8
CCOC(=O)Cn1c(O)c(N=NC(=O)CNC(=O)Cc2ccccc2)c2ccccc21	1.2	-21	3	0.1	2	-1	0.98	-2	2
CCCCOc1ccc(C(O)(CC)CCN2CCOCC2)cc1 (stereo not given)	0.96	4	-1	0.5	-12	-5	0.98	-5	2
COc1ccc(CC(=O)c2ccc(OC)c(OC)c2C)cc1OC	1.1	-8	0	16	-4	-1	0.97	1	3
CC(C)(C)c1nnc2sc(SC/C(O)=C(\C#N)c3nc4ccccc4[nH]3)nn2c1=O	0.88	12	-4	5.6	4	-1	0.84	2	16
COc1ccc(Cn2c(-c3ccc(OC)cc3)n[nH]c2=S)cc1	0.98	2	5	0.3	-2	15	1	-1	-1
CNC(=S)N/N=C/c1ccc(OCC(=O)Nc2c(C)cc(C)cc2C)c(OC)c1	0.95	5	0.0*	-0.2	-9	-7	0.88	1	12
c1ccc(CNc2ncnc3c2oc2ccccc23)nc1	1.1	-6	1	0.6	-4	-4	1	-4	-3
COc1cc(S(=O)(=O)Nc2ccccc2C)ccc1Cl	1.1	-14	-2	4.3	10	-2	0.92	1	8
O=C(Nc1nonc1NC(=O)c1cccs1)c1cccs1	1.2	-18	-7	1.7	4	-2	0.92	2	8
O=C(c1cccs1)N(Cc1ccccn1)Cc1ccco1	1	-4	-1	-1.3	3	-2	1.1	-1	-6
COC(=O)[C@H](C)[C@H]1C[C@]1(C)[C@H](NC(=O)OCc1ccccc1)c1ccccc1	1	0	-1	-1.3	-3	-7	0.99	-2	1
COc1cc(-c2noc(-c3cccc(Cl)c3)n2)cc(OC)c1OC	1	0	1	3.9	9	-1	0.97	1	3
COc1ccc(CC(=O)N[C@@H](CCSC)C(=O)N2CCC3(CC2)NCCc2[nH]cnc23)cc1	1.2	-22	-2	-1.5	-8	-9	0.98	-6	2
CCOC(=O)Cc1csc(NS(=O)(=O)c2ccc(SC)cc2)n1	1	-5	-2	1.8	-1	-7	1.1	-2	-7
O=C(COc1ccc2c3c(c(=O)oc2c1)CCC3)N[C@@H](Cc1ccccc1)C(=O)O	0.83	17	-2	1.9	-20	-7	1.1	-3	-7
O=C(CCn1cnnn1)Nc1ccccc1F	1.1	-5	1	-1.5	5	-4	0.97	0	3
COC(=O)c1ccc(CNC(=O)COC(=O)C2CCC(C(C)(C)C)CC2)cc1 (stereo not given)	1.2	-24	0	0.7	-5	-6	1.2	-5	-20
COC(=O)c1sccc1NC(=S)NCc1ccc(Cl)cc1	0.96	4	-4	9.4	1	-6	0.96	-3	4
CCOc1ccc(CCNC(=O)COC(=O)c2ccc(S(=O)(=O)N3CCCC3)cc2)cc1OCC	0.87	13	-1	1.2	2	35	1.1	68	-8
C/C(CC(C)(C)c1ccccc1)=N\NS(=O)(=O)c1ccccc1	0.96	4	-2	0.0	9	-4	1.1	2	-8
Cc1ccc(NC(=S)NC2CC3CCCC(C2)N3Cc2cccs2)cc1 (stereo not given)	1.3	-34	-4	2.8	5	-8	4.2*	1	-318
CCCCn1c(=O)[nH]c(=O)c2c1nc(-c1cccc(OC)c1)n2C	1.1	-15	-1	-0.7	4	-7	1.1	-4	-7
